Source: PubChem BioAssay (ICCB-Longwood Screening Facility, Harvard Medical School)
Polio RdRp inh: inhibitors of poliovirus RNA polymerase binding and polymerization; P03300; poliovirus polymerase elongation, fluorescence polarization; hits give low values; % elongation, % (compound at 16.7 µg/mL); hit rate 0.66% among 150,000; in the data active = % elongation below about 90%; also: some results filed as inactive read as strong as hits
Target sequence (P03300 1749-2209 limits assumed): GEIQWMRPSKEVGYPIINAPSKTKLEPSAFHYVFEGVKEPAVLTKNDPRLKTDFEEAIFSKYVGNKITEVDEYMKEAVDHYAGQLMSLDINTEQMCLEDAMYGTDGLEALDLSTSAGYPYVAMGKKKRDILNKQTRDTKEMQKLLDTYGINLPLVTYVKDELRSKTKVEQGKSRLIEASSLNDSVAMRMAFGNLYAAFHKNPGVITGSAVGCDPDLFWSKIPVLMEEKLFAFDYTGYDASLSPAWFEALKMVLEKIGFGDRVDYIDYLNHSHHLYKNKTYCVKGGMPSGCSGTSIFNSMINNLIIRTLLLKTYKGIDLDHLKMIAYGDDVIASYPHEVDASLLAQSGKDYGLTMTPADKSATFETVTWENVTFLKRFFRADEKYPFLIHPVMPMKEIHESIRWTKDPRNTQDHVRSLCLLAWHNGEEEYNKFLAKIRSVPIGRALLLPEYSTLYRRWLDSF
Polio RdRp inh FP z-score: also measured in Polio RdRp inh; calls as there; z-score; measured here: FP z-score; hits read low
Numbers without * were called inactive. An excerpt, so the mix of outcomes need not match the whole.

| SMILES | Polio RdRp inh FP z-score | Polio RdRp inh |
| --- | --- | --- |
| CCN(Cc1ccccc1)C(=O)c1cc2c(s1)-c1c(C)cccc1OC2 | 0.6 | 107 |
| Cc1nnc(NC(=O)CSc2nc3c([nH]c4ccccc43)c(=O)n2-c2ccc(Cl)cc2)s1 | -1.1 | 102 |
| CCCCOc1ccc(-c2ncc(N)cn2)cc1 | 0.7 | 105 |
| Cc1ccccc1C(=O)Nc1ccc2nc(SCC(=O)N(C)c3ccccc3)sc2c1 | 0.1 | 107 |
| Cc1ccc(C)c(N2CCN(S(=O)(=O)c3ccc4c(c3)CCC(=O)N4)CC2)c1 | 1.4 | 104 |
| CC(C)(C)C(=O)COC(=O)c1cccc(NC(=O)c2ccco2)c1 | -0.6 | 100 |
| COC(=O)c1ccc2c(c1)sc(=NC(=O)CSC(C)=O)n2C | 0.6 | 104 |
| COc1ccc(NC(=O)CC(C)S(=O)(=O)c2ccc3c(c2)NC(=O)CO3)cc1OC (stereo unspecified) | 0 | 102 |
| Cc1ccc(C(C)C)c(OCC(=O)Nc2cccc(-c3nc4ncccc4o3)c2)c1 | 0.5 | 109 |
| COC(=O)c1ccccc1NC(=O)CCC(=O)N1CCOc2ccccc21 | 0.7 | 111 |
| Brc1cccc(-c2noc(CCCOc3ccccc3)n2)c1 | 0.7 | 103 |
| CCOC(=O)c1ccc(NC(=O)CC2C(=O)N(c3ccc(F)cc3)C(=O)N2Cc2ccc(C)cc2)cc1 (stereo unspecified) | -0.6 | 100 |
| CN1CCN(C(=O)c2cc(-c3ccc(F)cc3)nc3ccccc23)CC1 | 0.3 | 103 |
| CC(C)n1nc(C(=O)N2CCc3ccccc32)c2ccccc2c1=O | 0.6 | 106 |
| CCOc1ccc(OCC)c(NS(=O)(=O)c2c(C(=O)N3CCC(C)CC3)c(C)n(C)c2C)c1 | 1.8 | 114 |
| CCc1cc(SC#N)ccc1N | 0.6 | 106 |
| Cc1cc(C)n(-c2nc3ccccc3nc2Nc2cccc(C(=O)NCCc3ccccc3)c2)n1 | 0.9 | 108 |
| CCC(C)n1c(SCC(=O)Nc2ccccc2C(=O)OC)nc2ccsc2c1=O (stereo unspecified) | -0.7 | 103 |
| COc1ccc2nc(NC(=O)c3cc(=O)c4cc(C)cc(C)c4o3)sc2c1 | 0.2 | 108 |
| N#Cc1ccc(CSC2=Nc3ccccc3C3CC=NN23)cc1 (stereo unspecified) | -0.1 | 97 |
| CN=c1scc(-c2ccc(C)c(C)c2)n1/N=C(\C)c1cccnc1 | 0.2 | 104 |
| CCOC(=O)c1cc(=O)n2[nH]c(-c3ccc(C)cc3)cc2n1 | -0.6 | 99 |
| COC(=O)c1ccc(C)c(NC(=O)C(NC(C)=O)C(C)C)c1 (stereo unspecified) | 1.1 | 109 |
| O=C(NNc1ncnc2c1cnn2-c1ccccc1)c1ccccc1 | 0.4 | 105 |
| CC1=C(C(N)=O)C(c2ccccc2F)NC(=O)N1 (stereo unspecified) | -0.2 | 99 |
| CC1CCc2ccc(F)cc2N1S(=O)(=O)c1ccc(Cl)s1 (stereo unspecified) | 0.2 | 102 |
| CCOC(=O)Cc1csc(N(C)C)n1 | -0.4 | 99 |
| S=C(Nc1ccccc1)Nc1ccccc1-n1cccc1 | 0.1 | 104 |
| Cn1ncc2c(c(SCc3ccc(Cl)cc3Cl)nn2C)c1=O | -0.2 | 101 |
| NCCC(c1ccccc1)c1ccccc1 | 0.5 | 106 |
| COc1ccccc1NS(=O)(=O)c1ccc(C)c(C(=O)N2CCCC2)c1 | -1.3 | 95 |
| COc1cc(-c2noc(-c3cc(C)[nH]n3)n2)cc(OC)c1OC | 0 | 106 |
| COC(=O)c1cccc(N2C(=O)c3ccc(C(=O)O)cc3C2=O)c1 | -0.3 | 99 |
| CCC(=O)c1ccc(OCC(O)CN2CCN(S(=O)(=O)N3CCCCC3)CC2)cc1 (stereo unspecified) | 0.3 | 102 |
| COc1ccc(NC(=O)c2ccc3c(c2)N(Cc2cccc(Cl)c2)C(=O)c2ccccc2S3=O)cc1Cl (stereo unspecified) | 0 | 106 |
| Cc1nn(-c2ccccc2)nc1-c1nnc(-c2cccc3ccccc23)o1 | 1.2 | 113 |
| CCOc1ccc(S(=O)(=O)N2CCN(CN3C(=O)CC4(CCCC4)C3=O)CC2)cc1 | -0.6 | 100 |
| CC(C)(C)c1ccc(OCCCn2c(=O)sc3ccccc32)cc1 | 0.1 | 102 |
| C/C(=N\N)c1ccc2[nH]c3c(c2c1)CCC/C3=N\N | 0.1 | 100 |
| Cc1nc2ccccc2n1CC(=O)OCC(=O)N1c2ccccc2CC1C (stereo unspecified) | -0.7 | 100 |
| O=C(Cc1n[nH]c(=O)[nH]c1=O)N/N=C/c1ccccc1 | 0.5 | 103 |
| O=C(NCc1ccccc1Cl)C1CCCN(c2nc3ccccc3n3cccc23)C1 (stereo unspecified) | 1.3 | 114 |
| CCOc1ccc(CCNC(=O)c2cc3c(s2)-c2ccccc2OC3)cc1OCC | -0.6 | 103 |
| CCOc1ccc(C2C(C(=O)Nc3ccccc3)=C(C)Nc3nc(-c4ccccc4)nn32)cc1OC (stereo unspecified) | -0.5 | 108 |
| CCS(=O)(=O)c1c(S(=O)(=O)CC)c2cc(C(C)(C)C)ccn2c1C(=O)c1ccc(F)cc1 | 0 | 105 |
| COc1ccc(C2=NOC(C(=O)NC(C)C)C2)cc1 (stereo unspecified) | 0.4 | 103 |
| COc1ccc(N(CCC#N)S(=O)(=O)c2ccc(Cl)cc2)cc1 | 0 | 102 |
| CC(C)Oc1ccc(NC(=O)C2COc3ccccc3O2)cc1 (stereo unspecified) | 0.9 | 104 |
| COc1ccc(S(=O)(=O)N(CCc2ccccc2)CC(=O)NCc2ccccc2)cc1OC | -0.3 | 103 |
| COC(=O)CNC(=O)c1coc2ccccc2c1=O | 0.4 | 106 |
| CCc1ccc(NC(=O)c2cnc3sccn3c2=O)cc1 | 1.1 | 104 |
| CCOc1ccccc1NC(=O)CCS(=O)(=O)c1ccc(OC)cc1 | 1 | 111 |
| NC(=O)c1cc(S(=O)(=O)N2CCOCC2)ccc1F | 0.2 | 102 |
| Cc1nnc(Nc2ccc3c(c2)nc2n3CCN(C3CCCCC3)C2)c2ccccc12 | 0.3 | 103 |
| COc1ccccc1C(CNc1nc(C(F)(F)F)nc2ccccc12)N(C)C (stereo unspecified) | -0.4 | 98 |
| O=C(Cn1ncc2ccc(Cl)cc21)NC1CCCC1 | 1.3 | 106 |
| COc1ccc(Nc2cc(C(=O)NC3CCCC3)c3ccccc3n2)c(OC)c1 | 0.5 | 111 |
| CC(C)Cc1nc2ccccc2[nH]1 | 0 | 103 |
| COc1ccccc1NNC(=O)c1cccnc1Oc1ccccc1 | 0.6 | 103 |
| Cc1c(C(=O)Nc2ccc(Br)cc2F)sc2ncnc(N(C)C3CCCCC3)c12 | 1.4 | 112 |

Further results
| SMILES | Polio RdRp inh FP z-score | Polio RdRp inh |
| --- | --- | --- |
| CC(C)(C)C1(C)OC(=O)C(=Cc2ccc(C(=O)O)cc2)C(=O)O1 (stereo unspecified) | -0.3 | 100 |
| O=c1c2cn[nH]c2nc(SCc2cccc(Br)c2)n1-c1ccc(Cl)cc1 | -1.6 | 100 |
| Cc1ccc(Cl)cc1-n1nnc(-c2nc(-c3ccc4c(c3)OCO4)no2)c1C | -0.3 | 102 |
| CCC(=O)Nc1ccccc1C(=O)Nc1ccccc1 | 0.6 | 107 |
| O=C(NCCCO)C(=O)Nc1c2c(nn1-c1ccccc1)CSC2 | -0.3 | 104 |
| Cc1ccc(CNC(=O)c2cc3sccc3n2Cc2ccc(Cl)cc2)cc1 | -0.7 | 102 |
| O=C(O)CCCC(=O)Nc1ccccc1N1CCOCC1 | -0.5 | 98 |
| O=C(O)c1cnc(SCC(=O)N(C2CCCCC2)C2CCS(=O)(=O)C2)n1-c1ccc(F)cc1 (stereo unspecified) | 0.6 | 107 |
| CC(C)(C)NC(=O)c1oc2ccccc2c1NC(=O)c1ccccc1F | -0.2 | 105 |
| CC(=O)N1N=C(c2ccc(C)cc2)CC1c1cn(-c2ccccc2)nc1-c1cccs1 (stereo unspecified) | -1.5 | 100 |
| CCOc1ccccc1NC(=O)CN1C(=O)CC(c2ccc(OC)c(OC)c2)Sc2ccccc21 (stereo unspecified) | 0.3 | 106 |
| CNC(=O)CSc1nnc(C(F)(F)F)n1N | -0.4 | 97 |
| CC1CCN(c2ccc(NC(=O)c3cccc(Cl)c3)cc2C(=O)O)CC1 | 0.2 | 108 |
| O=S(=O)(c1ccc(Cl)cc1)N1CCOCC1 | 0.4 | 106 |
| CN(C(=O)COC(=O)c1ccccc1C(=O)N1CCN(c2ccccc2)CC1)c1ccccc1 | -0.3 | 100 |
| Cc1nc(CSCc2ccc(Cl)cc2Cl)cs1 | 0.5 | 107 |
| COc1ccc(NC(=O)Cn2c(=O)cc(C)c3c(C)nn(C)c32)cc1 | -0.4 | 100 |
| Cc1cc(/N=C/c2cc(C)n(Cc3ccccc3)c2C)n(CCC#N)n1 | -0.4 | 101 |
| Cc1ccc2scc(N3CCN(C)CC3)c(=O)c2c1 | -0.6 | 104 |
| O=C(O)CCn1cc(C=C2C(=O)NC(=O)NC2=O)c(-c2ccc(F)cc2)n1 | -0.2 | 99 |
| O=C(OCc1cc(=O)n2ccsc2n1)C(O)(c1ccccc1)c1ccccc1 | -0.5 | 98 |
| COC(=O)C1=CN(C)C=C(C(=O)OC)C1c1cccc(F)c1 | 1.1 | 103 |
| CN(C)C(CNC(=O)c1cc2ccccc2cc1O)c1ccccc1 (stereo unspecified) | -1.5 | 94 |
| COc1c(Br)cc(Br)c2c1OCCO2 | 0.2 | 102 |
| CCOc1ccccc1NC(=O)c1cc2ccc3cccnc3c2[nH]1 | -1.1 | 99 |
| Cc1ccc(CNC(=O)CSCc2nc(-c3ccc(Cl)cc3)oc2C)cc1 | -0.3 | 103 |
| Cc1cc(OCC(=O)Nc2ccc3c(c2)OCCO3)cc(C)c1Cl | 0.4 | 103 |
| O=C(CSc1oc(-c2ccc(F)cc2)nc1S(=O)(=O)c1ccccc1)NC1CCCCC1 | 0.2 | 106 |
| COc1ccc(/C=C(\C#N)c2nc(-c3cc4c(ccc5ccccc54)oc3=O)cs2)cc1O | 0.3 | 105 |
| CCOc1ccccc1N(C)C(=O)c1cn(C)c(=O)c2ccccc12 | 0.1 | 101 |

Complete entries, looked up by structure. Order of values: Polio RdRp inh FP z-score | Polio RdRp inh
Record of O=S(=O)(c1ccc(Cl)cc1)N1CCOCC1 : 0.4 | 106
Record of CCOc1ccccc1NC(=O)c1cc2ccc3cccnc3c2[nH]1 : -1.1 | 99
Record of CNC(=O)CSc1nnc(C(F)(F)F)n1N : -0.4 | 97
Record of CN(C)C(CNC(=O)c1cc2ccccc2cc1O)c1ccccc1 (stereo unspecified) : -1.5 | 94

Remaining list, next part.
| SMILES | Polio RdRp inh FP z-score | Polio RdRp inh |
| --- | --- | --- |
| O=C(O)CCC(=O)N1N=C(c2ccccc2)CC1c1ccccc1F (stereo unspecified) | -0.2 | 101 |
| COC(=O)Cc1csc(Nc2ccccc2)n1 | 0 | 101 |
| O=C(O)CC(c1ccc(F)cc1)N1Cc2ccccc2C1=O (stereo unspecified) | -0.1 | 100 |
| CSc1ccc(NC(=O)C2CC(O)CN2C(=O)Nc2ccccc2)cc1 (stereo unspecified) | 1.5 | 106 |
| O=C(Cn1c2c(c(-c3ccccc3)cc1=O)CCCC2)N1CCCC1 | -0.1 | 101 |
| Cc1ccc(C(=O)NC2CC(C)(C)NC(C)(C)C2)cc1 | 0.3 | 103 |
| CCN(CC)c1ccc(C2NC(=O)NC(c3cc(C)n(-c4cc(C(=O)OC)cc(C(=O)OC)c4)c3C)=C2C#N)cc1 (stereo unspecified) | -4.4 | 44 |
| CSc1ccc(-c2nc3ncccn3c2Nc2ccccc2)cc1 | -0.3 | 101 |
| CCN(CC)c1ccc(C(=O)N2CCCCC2C)cc1 (stereo unspecified) | 0.8 | 109 |
| CC(CNC(=O)CCc1nnc2ccc(N3CCCC3)nn12)c1ccccc1 (stereo unspecified) | 0.3 | 102 |
| CCOc1ccc(C(=O)OCCC2CCCN3CCCCC23)cc1 (stereo unspecified) | 0 | 103 |
| COc1ccc(NC(=O)Cn2cc(C(=O)c3ccccc3)c(=O)c3cc(OC)ccc32)c(OC)c1 | -0.3 | 102 |
| O=C(c1ccc2c(c1)OCCO2)c1ccccc1Cl | -0.4 | 101 |
| CCC(=O)Nc1cccc(C)c1 | 0.2 | 102 |
| COc1ccc(N(C)S(=O)(=O)c2cccc(C(=O)Nc3ccc(N4CCN(C)CC4)cc3C)c2)cc1 | -0.9 | 100 |
| COc1cccc(CNC(=O)CCc2c(C)c3ccc(O)c(C)c3oc2=O)c1 | 0.9 | 111 |
| O=C(O)CCC(=O)Nc1cccc(-c2nn(-c3ccccc3)cc2C(=O)O)c1 | 0 | 105 |
| COc1cc2nc(SCc3ccc(C#N)cc3)n3nc(CCn4c(C)nc5ccccc54)nc3c2cc1OC | 0.7 | 102 |
| O=C(Cn1cc2c(n1)CCCC2)Nc1cc(C(F)(F)F)ccc1Cl | -0.9 | 100 |
| COC(=O)c1c(COC(=O)c2ccc(Br)o2)nc2ccccc2c1C | -0.2 | 101 |
| O=C(Nc1ccc(Cl)c(Cl)c1)c1cc(S(=O)(=O)N2CCN(c3cccc(Cl)c3)CC2)ccc1F | 0.4 | 110 |
| Oc1ccccc1CNc1ccc2c(c1)ncn2C1CCCCC1 | -0.3 | 100 |
| CCOc1ccccc1NC(=O)c1nn(C)c2c1CSc1ccccc1-2 | -0.2 | 105 |
| COCc1cc(=O)n2c([nH]c3ccccc32)c1C#N | 0 | 103 |

Given as labelled records: part of the list above
> CCN(CC)c1ccc(C2NC(=O)NC(c3cc(C)n(-c4cc(C(=O)OC)cc(C(=O)OC)c4)c3C)=C2C#N)cc1 (stereo unspecified)
  Polio RdRp inh FP z-score: -4.4	Polio RdRp inh: 44

> CSc1ccc(-c2nc3ncccn3c2Nc2ccccc2)cc1
  Polio RdRp inh FP z-score: -0.3	Polio RdRp inh: 101
